mlh1 rad18: NCI yeast anticancer drug screen, S. cerevisiae mlh1 rad18 strain; growth inhibition, % at 50 µM; 79,000 compounds, 11% hits;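 also: 0% = growth of vehicle-only cultures of the same strain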
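A repair-deficient yeast strain is exposed to test compound, and growth is scored relative to vehicle-treated controls.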
yeast bub3: NCI yeast anticancer drug screen, S. cerevisiae bub3 mutant strain; % growth inhibition at 50 µM; 78,000 compounds, 9.9% hits;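 also: 0% = growth of vehicle-only cultures of the same strain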
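In this screen, a yeast mutant lacking normal mitotic checkpoint function is challenged with compound. Relative growth versus vehicle gives the inhibition value.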
yeast mec2-1: NCI yeast anticancer drug screen, S. cerevisiae mec2-1 strain | % growth inhibition at 50 µM | AID 157 | 79,000 compounds, 9% hits;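 also: 0% = growth of vehicle-only cultures of the same strain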
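Yeast mec2-1 mutant treated with compound. Readout: growth inhibition vs vehicle controls.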
yeast sgs1 mgt1: NCI yeast anticancer drug screen, S. cerevisiae sgs1 mgt1 strain | growth inhibition, % at 50 µM | 78,000 compounds, 10% hits;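 also: 0% = growth of vehicle-only cultures of the same strain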
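Genetically altered yeast, compound exposure, growth inhibition relative to vehicle.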
cln2 rad14: NCI yeast anticancer drug screen, S. cerevisiae cln2 rad14 strain; growth inhibition, % at 50 µM; 78,000 compounds, 8.3% hits; AID 165;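 also: 0% = growth of vehicle-only cultures of the same strain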
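Relative to vehicle controls, growth inhibition of compound-treated cln2 rad14 yeast was recorded.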
rad50: NCI yeast anticancer drug screen, S. cerevisiae rad50 strain; growth inhibition, % at 50 µM; 79,000 compounds, 10% hits; AID 155;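 also: 0% = growth of vehicle-only cultures of the same strain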
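Readout: growth inhibition relative to vehicle-treated cultures. Compound exposure was carried out in a genetically defined yeast strain deficient in DNA damage repair.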
Active calls of the source: *; nt = not tested or not shown; & = joins results of further samples. Rule as the data show it: active = growth inhibition above about 70%; inactive = the rest. Hits appear at their usual frequency; 14% or so of the library scored in one or more.

Below each SMILES: mlh1 rad18, yeast bub3, yeast mec2-1, yeast sgs1 mgt1, cln2 rad14, rad50
CCCCN1CSC(=S)N(Cc2ccccc2)C1
 : 31, 24, -22, 10, -41, 33
O=C(O)c1ccc(C(=O)O)nn1
 : 2, 8, 15, 9, 8, 11
[N-]=[N+]=NC1=C(C(=O)c2ccccc2)C(=O)c2cccc3cccc1c23
 : 70*, 25, 20, 37, 35, 33
C1=Cc2nc1c(-c1ccccc1)c1ccc([nH]1)c(-c1ccccc1)c1nc(c(-c3ccccc3)c3ccc([nH]3)c2-c2ccccc2)C=C1
 : -19, -12, -15, -17, -2, -19
Cc1cc(N(CCCCl)CCCCl)ccc1C=Nc1cc(Br)c(O)c(Br)c1
 : 85*, 76*, 52, 94*, 52, 81*
O=C1CSC(c2ccc(F)cc2)N1c1nncs1 (configuration not stated)
 : 7, 32, 4, 10, 4, 5
CN1NC(=O)CC1c1ccccc1 (configuration not stated)
 : 5, 0, -4, -11, 11, 19
CN(CCO)c1nc2c(c(=O)[nH]1)CCC2
 : -22, -19, -22, -43, -5, -4
O=C(NNC(=S)NC1CCCCC1)C12CC3CC(CC(C3)C1)C2
 : -6, 15, -4, -27, 6, -15
Nc1ncnc2c1cnn2C1OC(CO)C(O)C1O (configuration not stated)
 : -1, 4, -4, 3, -32, 4
CCCCC(CC)(SC(CC)C(N)=O)C(N)=O (configuration not stated)
 : -5, 6, -1, 17, 20, -2
COc1ccc(NC(=S)Nc2ccccn2)cc1
 : 1, nt, -12, nt, nt, -9
CSc1ncc2c(n1)-c1ccccc1OC2N1CCOCC1 (configuration not stated)
 : 41, -18, 8, -2, -10, -5
COC(=O)N1N=C(c2ccccc2)C(C(=O)OC)(C(=O)OC)c2ccccc21
 : 37, 20, 12, 25, 17, 46
CCCCCCCC(C(=O)O)C(=O)O
 : 12, -2, 0, 10, 10, -2
COc1cc(/C=C\C(=O)c2cccc(O)c(=O)c2)cc(OC)c1OC
 : 55, 65, 51, 63, 6, 69
O=C(NNc1ccnc2cc(Cl)ccc12)/C(=C\c1ccccc1Cl)NC(=O)c1ccccc1
 : 90*, 86*, 40, 73*, 55, 86*
CCN(CC)CCSc1ccnc2cc(Cl)ccc12
 : 22, 36, 23, 53, 47, 16
O=c1[nH]nc(-c2ccccc2)c2ccccc12
 : -13, 0, 0, 18, -36, -11
COc1ccc(CCN2CCc3c(C)c(C#N)c4nc5ccccc5n4c32)cc1OC
 : 35, 52, 26, 28, 12, 6
COC(=O)CC/C=N/NC(N)=O
 : -4, 2, 4, 8, -18, 10
O=c1cc(-c2ccc3c(c2)OCO3)oc2ccccc12
 : -4, -5, 2, 6, -2, 20
CCCCC(Oc1cc(C(C)(C)C)c(O)c(C(C)(C)C)c1)C(=O)O (configuration not stated)
 : 99*, 99*, 99*, 99*, 99*, 99*
Cc1c(CCCl)c(=O)n2c([nH]c3ccccc32)c1C#N
 : 62, -52, -57, 19, 5, 56
CCC(=O)OC1=CC(=O)c2ccccc2C1=O
 : 13, -16, 12, 5, 9, 12
O=C(O)CCC(=O)Nc1ccc(C(=O)O)c(O)c1
 : -18, 21, -28, -11, -4, 8
C=C1CN=C(Nc2ccc(F)cc2F)S1
 : 3, 2, 7, -15, 8, 0
CCOC1(c2ccccc2)OC(=O)c2ccccc21 (configuration not stated)
 : 12, 2, 3, 10, 17, 19
NC(=O)c1ncnc2c1ncn2C1OC(CO)C(O)C1O (configuration not stated)
 : 0, 1, -5, 3, -12, 3
O=C1C=CC2C(=O)c3ccccc3C(=O)C2=C1 (configuration not stated)
 : 69, 46, 64, 57, 67, 74*
CC(C)CCCC(C)C1CCC2C3CCC4CC=CCC4(C)C3CCC12C (configuration not stated)
 : -3&-29, 1&-9, -3&-1, -9&-7, -14&1, -3&-18
CCOC(=O)C1C(=O)CC(=O)C(C(=O)OCC)C1c1cc(OC)c(OC)c(OC)c1 (configuration not stated)
 : 7, 24, 19, -4, 0, -4
O=C(O)COc1c2occc2cc2ccc(=O)oc12
 : 6, -3, -12, 23, 2, 8
CCN(CC)CC(O)CNc1ccc(C)c2sc3ccccc3c(=O)c12 (configuration not stated)
 : 100*, 100*, 100*, 95*, 99*, 100*
CCCCCCCCCCCCCCCCCCOC(C)=O
 : 14, 6, -63, -11, -40, 4
O=C(CCN1CCCCCCC1)c1cccc([N+](=O)[O-])c1
 : 52, 5, 18, 12, 1, 17
Cc1ccc(NC(=O)c2ccccc2)cc1
 : 0, 2, 5, -3, -16, 4
O=c1c2ccccc2nnn1OCc1ccccc1
 : 4, -12, 3, 11, -39, 24
Cc1ccnn1CCc1ccc(Cl)cc1Cl
 : -5, 30, 15, 34, 11, 18
Cc1cccc2c(CC(N)C(=O)O)c[nH]c12 (configuration not stated)
 : -3, -17, -20, -19, -23, 3
O=[N+]([O-])c1cccnc1Oc1cccc(C(F)(F)F)c1
 : 1, -16, 22, 14, -8, -17
Cc1ccc(/C=C2\CCOC2=O)cc1
 : 9, 6, -3, 2, -15, 14
CC1C(=O)c2cc3c(cc2CCN(C)Cc2c1ccc1c2OCO1)OCO3 (configuration not stated)
 : 15&-32, -13&-30, 6&-16, 7&-10, -4&-4, 3&14
Cc1ccc(S(=O)(=O)n2oc(=O)c(Cc3ccccc3)c2N)cc1
 : -6, 20, 7, 1, -26, -22
Oc1ccccc1CNc1ccccc1
 : 10&9, -3&-30, 8&38, 12&-7, -15&-35, 6&12
CCCCCCCCCCCCCCCC(=O)Nc1ccc(-n2c(=O)cc(C(=O)OCC)n2C)cc1
 : 37, 3, 15, 19, 22, 20
O=C(N/N=C/c1ccccc1O)C1Cc2ccccc2C1C(Cl)Cl (configuration not stated)
 : 91*, 91*, 91*, 93*, 90*, 88*
Cc1ccc2c(c1)C(=O)c1ccccc1C2=O
 : 6, 52, 1, 2, 12, 8
CCCCCCC1N(C(C#N)c2ccccc2)CCCN1C(C#N)c1ccccc1 (configuration not stated)
 : 36, 2, 14, 17, 8, 20
COc1ccc(Cc2coc3ccccc3c2=O)cc1OC
 : 1, 71*, -2, 18, 4, -1
CC(Oc1cc2oc(=O)cc(-c3ccccc3)c2cc1Cl)C(=O)O (configuration not stated)
 : -7, -9, 9, 7, 15, -14
Cc1cccc(/C=N\OCc2ccccc2)n1
 : 6, nt, -15, nt, nt, -6
O=C(O)c1c[nH]c2cc(OCc3ccc(Br)cc3)ccc2c1=O
 : 9, 2, 1, -2, 7, 14
Fc1ccc(CN2COc3c(ccc4cccnc34)C2)cc1
 : 9, 77*, 27, 62, 41, 59
COC(=O)C1CCCC1
 : 23, -3, -44, 16, 9, 4
CC1NC(=O)OC1(C)C(C)(C)C (configuration not stated)
 : -11, 35, -10, 12, -46, 14
N#C/C(=C(/Cc1ccc(F)cc1)NP(=O)(c1ccccc1)c1ccccc1)c1ccc(F)cc1
 : -2, 3, -4, -10, 1, 11
COc1ccc(C2=Nn3c(nc4sc5c(c4c3=O)CCCC5)SC2)cc1
 : -22, 6, 19, -30, 10, -11
NN1CCOC1=O
 : -2, -14, -36, 12, -3, 1
COC(=O)c1ccc(C2CCC(OC(c3ccccc3)c3ccccc3)CC2)cc1 (configuration not stated)
 : -4, 1, -13, 26, -24, 40

Further results
Structure	mlh1 rad18	yeast bub3	yeast mec2-1	yeast sgs1 mgt1	cln2 rad14	rad50
CCOC(=O)C1SC(=Nc2ccc(OC)c(OC)c2)N=C1C (configuration not stated)	1	30	4	50	5	18
Nc1ccc(S(=O)(=O)CCCl)cc1	12	14	1	18	22	9
Cc1ccc(C(C)C)c(C(=C2C=CC(=[N+](C)C)C=C2)c2c(C(C)C)ccc(C)c2O)c1O	97*	95*	98*	97*	95*	97*
N#CC1C=CN(Cc2ccccc2)C=C1C(=O)c1ccccc1 (configuration not stated)	5	8	-4	-6	3	-2
C=C(C)c1cc(C(C)(C)C)cc(C(=C)C)c1S(C)(=O)=O	-18	-43	-12	-33	-35	1
CC(=O)NC(C=O)C(O)C(O)C(O)C(=O)O (configuration not stated) (tested in a mixture with another compound)	-5	-23	-31	-22	2	-25
CC(=O)Nc1ccc(S(=O)(=O)N/N=C\CC(C)C)cc1	-27	-46	-14	-26	-7	-19
COc1ccc(-c2cc(-c3ccccc3)c(-c3ccccc3)nn2)cc1	26	47	13	45	35	37
COC(=O)CCc1ccc(N)cc1	3	-2	-3	10	-4	5
CC1c2c(cc(=O)[nH]c2O)C(=O)N1C (configuration not stated)	3	4	-4	-8	-16	-2
CN1CCCCCCCC(=O)C(OC(=O)c2ccc([N+](=O)[O-])cc2)CCCCCCC1 (configuration not stated)	14	2	4	27	10	34
COc1cc(C(C)=O)ccc1OCOc1ccc(C(C)=O)cc1OC	-6	6	-24	-4	-43	-5
c1ccc2c(c1)oc1cc3c(cc12)CCCN3	44	78*	10	75*	4	92*
O=C(O)CS(=O)(=O)O	6	1	0	-4	5	11
CCOC(=O)c1ccc(N[C@@H]2c3cc4c(cc3C(c3cc(OC)c(O)c(OC)c3)[C@H]3C(=O)OCC32)OCO4)cc1 (some centres not stated)	89*	88*	92*	89*	88*	86*
CC(CN(C)C)C(/C=C/c1ccccc1)=N\Nc1ccccc1 (configuration not stated)	3	-2	23	8	-6	-6
C/C(=C1/CCC/C(=C(/C)c2ccccc2)C1=O)c1ccccc1	-10	5	4	5	-3	-8
O=c1ccc2[n+]([O-])c3ccc(O)cc3oc-2c1	-15	-2	19	-21	-12	48
CCN=C(N(CC)CC)N(CC)CC	4	63	10	3	-24	-12
CCC/C(=C\C(=O)O)CC	-9	12	-25	-9	0	-22
COc1c(-c2cccs2)oc2c(CC(=O)O)cccc2c1=O	-26	18	-11	28	6	11
S=c1[nH]c2ccc(Br)cc2c(=S)n1-c1ccccc1	88*	89*	91*	90*	88*	90*
CCOC(=O)C1(C)OC1c1ccc([N+](=O)[O-])cc1 (configuration not stated)	-10	-10	5	-4	-16	-16
C(=NCCN=Cc1c[nH]c2ccccc12)c1c[nH]c2ccccc12	9	2	-13	15	2	2
O=C1CCC2c3ccccc3NCN12 (configuration not stated)	-32	-15	8	-36	22	7
COCCOCCOCCOC(C)=O	-1	-5	12	8	6	22
Cc1cc2c(cc1C=O)C(C)(C)CCC2(C)C	-1	2	13	1	-36	13
COc1ccc(C2c3cn[nH]c3CC3CCCCC32)cc1 (configuration not stated)	91*	88*	84*	86*	90*	76*
O=c1c2c([nH]c(=S)n1-c1ccccc1)NCCC2	0	10	-1	-12	3	-14
CC(=O)NCCSC(=O)CCCCCCCCC(=O)SCCNC(C)=O	6	7	0	27	22	12

Entries of single compounds as entered above.
CC(=O)NCCSC(=O)CCCCCCCCC(=O)SCCNC(C)=O in the list: mlh1 rad18: 6; yeast bub3: 7; yeast mec2-1: 0; yeast sgs1 mgt1: 27; cln2 rad14: 22; rad50: 12
C=C(C)c1cc(C(C)(C)C)cc(C(=C)C)c1S(C)(=O)=O in the list: mlh1 rad18: -18; yeast bub3: -43; yeast mec2-1: -12; yeast sgs1 mgt1: -33; cln2 rad14: -35; rad50: 1

Another view of 2 compounds above:
COc1ccc(C2c3cn[nH]c3CC3CCCCC32)cc1 (configuration not stated)
  mlh1 rad18 = 91*
  yeast bub3 = 88*
  yeast mec2-1 = 84*
  yeast sgs1 mgt1 = 86*
  cln2 rad14 = 90*
  rad50 = 76*

O=c1c2c([nH]c(=S)n1-c1ccccc1)NCCC2
  mlh1 rad18 = 0
  yeast bub3 = 10
  yeast mec2-1 = -1
  yeast sgs1 mgt1 = -12
  cln2 rad14 = 3
  rad50 = -14

Carrying on.
Structure	mlh1 rad18	yeast bub3	yeast mec2-1	yeast sgs1 mgt1	cln2 rad14	rad50
C1=Cc2ccccc2/C1=C\C=C\c1ccccc1	18	3	9	-2	-11	19
Cc1cc(O)c(C(C)C)cc1SC#N	89*	90*	91*	92*	90*	89*
COC(=O)/C=C1/Nc2c(N)nc(N)nc2NC1=O	3	-1	8	6	-2	15
Cc1cc2nc(CC(=O)c3ccccc3)c(=O)[nH]c2cc1C	31	-16	1	13	9	16
CCOC(=O)C(NC(=O)OCc1ccccc1)C(=O)O (configuration not stated)	-15	5	-27	-14	8	-23
Nc1cc(Cl)cc2cc(Br)cnc12	59	26	28	25	0	39
CCc1ccccc1NC(=O)C(Cl)Cl	-13	4	-7	-8	-22	-18
Cc1c(-c2ccccn2)ccc2ccccc12	60	94*	44	81*	25	22
CCOC(=O)CC1(C)NC(=O)NC1=O (configuration not stated)	1	-4	7	8	-32	4
Cc1ccc(S(=O)(=O)NC(=O)NCCS)cc1	0	0	-9	-14	-7	-5
Cc1[nH]c2c(C)ccc(C)c2c1CC(=O)O	10	-24	-15	-41	17	30
